Bioassay records from PubChem BioAssay.
V1aR counter: activates human V1a receptor in oxytocin agonist counter-screen; CHO-V1R cells, Fluo-8 calcium fluorescence, agonist mode; 0% DMSO, 100% 3 nM vasopressin; activation, % at 3 µM; actives 0.25% (n = 320,000);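 active = activation above the mean activation of all tested compounds plus 3 SD, per screening run, cut at about 20% in these data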;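 also: signal is peak over basal fluorescence ratio across a 100 second FLIPR read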
OXTR potentiator: potentiates the human oxytocin receptor response. P30559. CHO-OTR cells, Fluo-8 calcium fluorescence, potentiator mode; 0% = oxytocin EC15, 100% = EC100. activation, % at 3 µM. actives 0.061% (n = 320,000). AID 2445;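 active = activation above that plate's cutoff, the mean activation of tested compounds plus 3 SD, cut at about 6.6% in these data, passing the limit was not always enough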;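 also: 100% uses oxytocin at 75 nM as the full agonist control; some results filed as inactive read as strong as hits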
Target sequence (P30559 whole entry, looked up): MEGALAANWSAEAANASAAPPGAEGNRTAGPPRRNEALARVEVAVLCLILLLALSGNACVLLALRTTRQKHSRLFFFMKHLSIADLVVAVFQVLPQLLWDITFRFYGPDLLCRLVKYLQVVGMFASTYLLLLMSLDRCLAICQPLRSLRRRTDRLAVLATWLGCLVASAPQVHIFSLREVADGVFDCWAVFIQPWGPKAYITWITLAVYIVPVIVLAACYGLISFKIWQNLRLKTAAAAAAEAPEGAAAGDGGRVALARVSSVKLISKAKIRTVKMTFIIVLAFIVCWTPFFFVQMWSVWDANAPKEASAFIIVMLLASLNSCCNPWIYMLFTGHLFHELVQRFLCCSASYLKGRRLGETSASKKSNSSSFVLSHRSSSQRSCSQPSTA
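System: human OTR in CHO cells / Also added: sub-maximal oxytocin, roughly EC15 / Control set: EC15 oxytocin low, 75 nM oxytocin high / Schedule: 6 min compound pre-incubation at room temperature, 100 s kinetic read / Compound: single-point 3.0 µM / Replication: singlicate / Technique: Fluo-8 calcium dye fluorescence / Read-out basis: % activation of max/min ratio relative to oxytocin controls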
TAAR1 agonist: human TAAR1 agonism | Q96RJ0 | CHO RD-HGA16 TAAR1, Fluo-8 calcium fluorescence; vehicle wells 0%, saturating PEA agonist 100% | activation, % at 3 µM | actives 0.99% (n = 360,000) | AID 624467;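 active = activation above the mean activation of all test compounds in the run plus 3 SD, cut at about 38% in these data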
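System: CHO-derived RD-HGA16 cells with stable Gα16 and human TAAR1 / Times: 17-24 h plating, Fluo-8 75 min 37 °C, 30 min RT / Technique: calcium-sensitive Fluo-8 signal, excitation 470-495, emission 515-575 nm / Measure: % activation relative to PEA EC100 response / Benchmarks: DMSO and PEA EC100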
CHO-K1 Ca antag: M1 antagonist counterscreen hit in parental CHO-K1 cells. ATP-induced calcium, Fluo-8 fluorescence. inhibition, % at 3 µM. actives 0.6% (n = 360,000);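 active = inhibition above a per-plate cutoff, the plate's mean sample inhibition plus 3 SD, cut at about 24% in these data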;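 also: 0% = DMSO plus EC80 ATP and 100% = DMSO alone without ATP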
CHO-K1 Ca PAM: M1 PAM counterscreen hit in parental CHO-K1 cells. ATP EC20, Fluo-8 calcium fluorescence; 0% at ATP EC20, 100% at ATP max. activation, % at 3 µM. actives 0.02% (n = 360,000);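 active = activation above the run cutoff, the mean activation of all test compounds plus 3 SD, cut at about 40% in these data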;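 also: peak over basal fluorescence ratio in a 140 s read after ATP addition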
CHO parental Ca: counter-screen for OX1R antagonists: effect in parental CHO cells | parental CHO-K1, ATP-induced calcium, Fluo-8 fluorescence | inhibition, % at 5.6 µM | actives 0.63% (n = 330,000);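 active = inhibition above that plate's mean sample inhibition plus 3 SD, cut at about 26% in these data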;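 also: 0% = ATP-challenged DMSO wells and 100% = DMSO wells without ATP; some compounds past the cut are filed as inactive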
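Test system: untransfected parental CHO cell line; also added: ATP stimulus; dosing: 5.6 µM, single dose; signal: calcium-sensitive Fluo-8 fluorescence; measure: percent inhibition of ATP-evoked calcium rise, normalized to controls; benchmarks: low control ATP plus DMSO, high control DMSO only; replication: one well per compound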
M1 ag: human M1 muscarinic receptor agonism | CHO-K1 hM1, Fluo-8 calcium fluorescence, agonist mode; 0% DMSO, 100% acetylcholine EC100 | activation, % at 3 µM | actives 0.33% (n = 360,000) | AID 588814;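 active = activation above the run's mean compound activation plus 3 SD, cut at about 16% in these data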;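 also: peak over basal fluorescence ratio within a 140 s kinetic read after compound addition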
Target sequence (P11229 whole entry, looked up): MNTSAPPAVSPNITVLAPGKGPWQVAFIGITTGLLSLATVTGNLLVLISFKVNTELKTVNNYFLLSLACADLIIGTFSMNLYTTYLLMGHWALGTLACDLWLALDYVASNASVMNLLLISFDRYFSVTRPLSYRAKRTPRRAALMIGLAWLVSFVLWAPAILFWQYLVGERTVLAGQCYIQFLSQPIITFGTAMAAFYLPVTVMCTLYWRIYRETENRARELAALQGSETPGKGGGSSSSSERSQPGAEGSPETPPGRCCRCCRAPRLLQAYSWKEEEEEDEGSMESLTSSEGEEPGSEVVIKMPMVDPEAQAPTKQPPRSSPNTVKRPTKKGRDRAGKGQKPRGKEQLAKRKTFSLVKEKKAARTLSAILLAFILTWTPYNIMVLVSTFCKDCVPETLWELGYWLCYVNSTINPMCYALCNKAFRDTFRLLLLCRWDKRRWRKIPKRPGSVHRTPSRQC
TAAR1 antag: human TAAR1 antagonism; Q96RJ0; CHO RD-HGA16 TAAR1, Fluo-8 calcium fluorescence, antagonist; inhibition, % at 3 µM; actives 1.5% (n = 360,000); AID 624466;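 active = inhibition above a per-plate cutoff, the mean inhibition of test compounds on that plate plus 3 SD, cut at about 49% in these data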;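 also: 0% = DMSO plus EC80 beta-PEA response and 100% = DMSO alone without agonist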
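test system = CHO RD-HGA16 cells bearing hTAAR1 | replication = singlicate | controls = DMSO-only wells and EC80 β-PEA-stimulated wells | reagent = EC80 β-phenethylamine stimulus | read-out basis = percent inhibition of PEA-evoked calcium signal, max/basal emission ratio | schedule = seeding 17-24 h prior, 75-min 37 °C, 30-min RT dye loading | signal = kinetic Fluo-8 calcium fluorescence measurement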
M1 ag parental: counter-screen for M1 agonists: effect in parental CHO-K1 cells; Fluo-8 calcium fluorescence; scaled to maximal ATP response, vehicle zero; activation, % at 3 µM; actives 0.48% (n = 360,000); AID 602248; in the data active = activation above about 15%;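 also: untransfected CHO-K1 host cells lacking M1 receptor as counterscreen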
* hit, by the source's call; . = no result given. Outcome played no part in choosing rows (roughly 3.3% active in at least one column).

SMILES	V1aR counter	OXTR potentiator	TAAR1 agonist	CHO-K1 Ca antag	CHO-K1 Ca PAM	CHO parental Ca	M1 ag	TAAR1 antag	M1 ag parental
Cc1noc(C)c1NC(=O)N(C)C[C@H]1Oc2ccc(NC(=O)CCN3CCOCC3)cc2C(=O)N([C@H](C)CO)C[C@@H]1C	0.9	-8	3	-2	-1	-4	-4	4	0.1
CCOC(=O)N1CCN(S(=O)(=O)c2cc(Br)cnc2N)CC1	0.1	-4	-2	1	6	-19	-5	-7	0.2
CC1Cn2c(nnc2C23CC4CC(CC(C4)C2)C3)S1 (centres undefined)	1.0	-3	6	-10	-6	-5	-3	16	-0.1
CN(C)c1nc2ccc(OCCN3CCCCC3)cc2s1	0.0	-4	4	-2	4	-6	-6	6	6.2
N#Cc1ccc(NC(=S)/N=C(\N)c2ccccc2)cc1	.	.	4	-19	14	.	5	-6	8.2
CC(=O)c1sc(NC(=O)COc2ccc([N+](=O)[O-])cc2)nc1C	0.5	-6	6	-9	10	-16	0	20	0.3
CCOC(=O)N1CCN(C(=O)c2ccc(CNS(=O)(=O)c3ccc(C)cc3)cc2)CC1	1.7	2	3	-4	21	-36	1	5	2.3
Cc1ccc(OCCNC(=O)[C@H]2O[C@@H](n3ccc(=O)[nH]c3=O)[C@H](O)[C@@H]2O)cc1C	.	.	0	-1	-4	.	0	-9	-0.4
COc1ccc(NC(=O)CN(C)C(=O)CSc2ccc(Br)cc2)cc1	1.0	-7	-1	-14	4	-21	-5	1	1.2
COc1ccc2c(CC(=O)OCC(=O)N(C)c3c(N)n(Cc4ccccc4)c(=O)[nH]c3=O)coc2c1	.	.	1	0	-6	.	5	3	0.0
CCC(=O)N1N=C(c2ccccc2)CC1c1ccccc1 (centres undefined)	-1.0	-7	-3	-6	13	11	-5	4	-0.4
C/C(=N\NC(=O)c1ccc(C)cc1)C1C(=O)c2ccccc2C1=O	1.4	-16	2	-8	0	4	-2	-29	1.4
CNC(=S)N1CCn2cccc2C1c1cc(OC)c(OC)c(OC)c1 (centres undefined)	-0.6	-7	5	-16	13	-17	0	-17	0.9
COc1cccc(Nc2nc3cc(C)ccc3cc2C)c1	.	.	-1	26*	-14	.	-7	-1	-0.3
O=C(NCc1ccc2c(c1)OCO2)c1ccc(Cl)c(S(=O)(=O)N2CCOCC2)c1	0.6	-4	11	8	-10	-15	-6	4	1.5
O=C(Nc1ccccc1)/C(=C/c1ccc([N+](=O)[O-])cc1)NC(=O)c1ccccc1	0.3	-10	1	1	2	4	-2	0	-0.1
O=C(c1cc(C2CCCCN2S(=O)(=O)Cc2ccccc2)on1)N1CCOCC1 (centres undefined)	.	.	4	18	-8	.	-8	-9	0.1
COCCOC(=O)C1=C(C)N=C2SCCC(=O)N2C1c1cccs1 (centres undefined)	-0.5	-1	4	-8	-9	-1	-2	-13	-0.2
O=C(C1COc2ccccc2O1)N1CCN(S(=O)(=O)c2ccccc2)CC1 (centres undefined)	3.5	-9	3	-6	9	-3	3	-5	2.0
CCc1ccccc1NC(=O)c1cc2ncc(Br)cn2n1	0.4	-1	16	-18	8	-6	-4	2	0.9
Cc1nn(-c2cccc(C(F)(F)F)c2)c(=O)c2noc(C)c12	-0.4	-9	1	1	10	-10	-4	7	1.4
CCn1c(O)c(C=C2N=c3ccccc3=N2)sc1=S	2.0	-7	0	-9	12	-2	-2	-7	-0.2
CCOc1ccc(N2CC(C(=O)Nc3cc(OCC)c(N4CCOCC4)cc3OCC)CC2=O)cc1 (centres undefined)	.	.	-2	-12	0	.	-2	-11	0.4
CCS(=O)(=O)c1ccc2oc(Nc3cc(C)cc(C)c3)nc2c1	0.3	-11	13	-3	8	-5	-4	43	0.3
C[C@H](CO)N1C[C@H](C)[C@H](CN(C)Cc2ccncc2)Oc2ccc(NC(=O)Nc3ccc(C(F)(F)F)cc3)cc2CC1=O	1.1	-3	0	-13	-7	-20	-7	24	0.4

A draw from above in order of number of heavy atoms, highest first.
SMILES	V1aR counter	OXTR potentiator	TAAR1 agonist	CHO-K1 Ca antag	CHO-K1 Ca PAM	CHO parental Ca	M1 ag	TAAR1 antag	M1 ag parental
C[C@H](CO)N1C[C@H](C)[C@H](CN(C)Cc2ccncc2)Oc2ccc(NC(=O)Nc3ccc(C(F)(F)F)cc3)cc2CC1=O	1.1	-3	0	-13	-7	-20	-7	24	0.4
Cc1noc(C)c1NC(=O)N(C)C[C@H]1Oc2ccc(NC(=O)CCN3CCOCC3)cc2C(=O)N([C@H](C)CO)C[C@@H]1C	0.9	-8	3	-2	-1	-4	-4	4	0.1
COc1ccc2c(CC(=O)OCC(=O)N(C)c3c(N)n(Cc4ccccc4)c(=O)[nH]c3=O)coc2c1	.	.	1	0	-6	.	5	3	0.0
CCOC(=O)N1CCN(C(=O)c2ccc(CNS(=O)(=O)c3ccc(C)cc3)cc2)CC1	1.7	2	3	-4	21	-36	1	5	2.3
O=C(c1cc(C2CCCCN2S(=O)(=O)Cc2ccccc2)on1)N1CCOCC1 (centres undefined)	.	.	4	18	-8	.	-8	-9	0.1
O=C(C1COc2ccccc2O1)N1CCN(S(=O)(=O)c2ccccc2)CC1 (centres undefined)	3.5	-9	3	-6	9	-3	3	-5	2.0
COc1ccc(NC(=O)CN(C)C(=O)CSc2ccc(Br)cc2)cc1	1.0	-7	-1	-14	4	-21	-5	1	1.2
C/C(=N\NC(=O)c1ccc(C)cc1)C1C(=O)c2ccccc2C1=O	1.4	-16	2	-8	0	4	-2	-29	1.4
CCS(=O)(=O)c1ccc2oc(Nc3cc(C)cc(C)c3)nc2c1	0.3	-11	13	-3	8	-5	-4	43	0.3
Cc1nn(-c2cccc(C(F)(F)F)c2)c(=O)c2noc(C)c12	-0.4	-9	1	1	10	-10	-4	7	1.4
CCc1ccccc1NC(=O)c1cc2ncc(Br)cn2n1	0.4	-1	16	-18	8	-6	-4	2	0.9
N#Cc1ccc(NC(=S)/N=C(\N)c2ccccc2)cc1	.	.	4	-19	14	.	5	-6	8.2
CCn1c(O)c(C=C2N=c3ccccc3=N2)sc1=S	2.0	-7	0	-9	12	-2	-2	-7	-0.2

Further records follow:
SMILES	V1aR counter	OXTR potentiator	TAAR1 agonist	CHO-K1 Ca antag	CHO-K1 Ca PAM	CHO parental Ca	M1 ag	TAAR1 antag	M1 ag parental
CCOC(=O)C1CCN(C(=O)CCC(=O)NCCc2ccc(Cl)cc2)CC1	1.1	-4	5	-10	16	-14	-2	-2	1.0
O=C(Cc1cccc(NC(=O)C2CCN(C(=O)C3CCC3)CC2)c1)Nc1cccc(C(=O)N2CCOCC2)c1	.	.	1	-13	16	.	-5	-13	0.2
COc1cc(CN=Cc2c(O)n(Cc3ccccc3)c(=S)[nH]c2=O)cc(OC)c1	0.8	-4	8	-3	-8	-34	-2	-53	0.2
CCCCCCc1cc2cc(S(=O)(=O)c3ccc(F)cc3)c(=O)oc2cc1O	12	-13	5	3	-6	17	-2	2	0.6
O=C(NCCCNCc1ccccc1)c1ccncc1	0.9	4	0	-28	23	0	-1	7	0.6
CC(C)C1(C)C(=O)N=C2c3ccccc3C(=O)N21 (centres undefined)	1.9	-4	10	-4	17	-2	1	-6	0.7
CC(OC(=O)c1ccc(NS(=O)(=O)c2cccs2)cc1)C(=O)N(C)C1CCCCC1 (centres undefined)	3.4	-4	1	-9	21	2	-7	8	2.4
COc1cccc(OC)c1C(=O)Nc1sc2c(c1C#N)CCC2	-1.0	-16	0	11	-22	-6	-1	14	-0.6
O=C(Nc1cc(C(F)(F)F)ccc1-n1cncn1)c1ccc(Br)cc1	-0.5	-14	8	-1	18	-17	-7	0	0.1
CCOC(=O)c1sc2ncn(/N=C/N(C)C)c(=O)c2c1C	0.4	1	-1	-16	16	-4	-3	12	1.2
O=C(Nc1ccc(Cl)cc1)C1CC=CCC1C(=O)OCC(F)(F)C(F)F (centres undefined)	-1.1	1	1	-4	15	2	-5	3	1.1
CC1CC(=O)N(Cc2ccccc2)c2ccccc2N1C=O (centres undefined)	0.0	-1	2	2	13	-1	-7	14	0.1
O=C(O)CCCn1cc(NC(=O)COc2cccc(Cl)c2)cn1	0.6	-1	0	-15	29	5	0	-20	0.7
Cc1cc2nc(/N=C(\N)NC(=O)C(C)C)nc(C)c2cc1C	0.2	-3	5	-1	18	-7	-4	-28	0.8
CC(=O)Nc1ccc(S(=O)(=O)Nc2ccc(Cc3ccncc3)cc2)cc1	-0.1	-9	6	7	6	5	-9	21	2.0
O=C(CCNS(=O)(=O)c1ccccc1)OCc1nc2ccsc2c(=O)[nH]1	0.3	7	2	3	4	-5	-3	-26	3.9
Cc1ccc(S(=O)(=O)N(C)CC(=O)Nc2cc(C)ccn2)cc1	1.1	-1	0	9	19	-10	0	-1	0.5
CCCOc1ccc(N2C(=O)CC(N(CCc3ccccc3)C(=O)c3ccccc3)C2=O)cc1 (centres undefined)	-0.8	-2	0	-8	18	-23	-1	-1	3.5
COc1ccc(C(=O)N/C(N)=N/c2nc3ccccc3o2)cc1	0.9	-7	19	-7	1	-21	-1	18	0.6
CCOc1ccc(C(=O)Oc2ccc(NC(C)=O)cc2)cc1	4.9	-10	1	.	.	-3	.	-7	.
COc1ccc(CNC(=O)C(C)OC(=O)CN2C(=O)COc3ccccc32)cc1 (centres undefined)	1.2	0	-2	-9	21	-16	-4	-5	4.0
Cc1ccc2c(c1)c(N=NC(N)=O)c(O)n2C	-0.5	-8	4	-1	15	-10	-4	2	-0.1
CCCCc1ccc(NC(=O)COCC)cc1	-0.9	-4	1	-11	17	-1	-2	-18	0.4
O=C(COc1ccccc1)N(Cc1cccs1)C1CCS(=O)(=O)C1 (centres undefined)	-0.5	-10	0	-3	10	-12	-3	-18	0.5
O=C(N=Nc1c(O)[nH]c2ccccc12)c1cc(-c2ccc(F)cc2)n[nH]1	-0.9	-9	4	-14	11	-6	-5	65*	0.4
Cc1ccc(NNC(=O)c2cccs2)cc1Cl	0.8	3	3	-4	-6	-10	0	-4	0.1
O=C(NC1CCCCCCC1)NC1CCCCC1	-1.5	0	3	2	-4	-1	-4	3	-0.4
COc1ccc2nc(Cl)c(/C=N/Nc3ccccn3)cc2c1	-0.8	-3	4	-9	17	-18	0	-19	0.1
